m5-HT2A agonist = mouse HTR2A agonism via beta-arrestin recruitment | P35363 | CHO-K1 mHTR2A beta-arrestin complementation, luminescence; percent of 30 µM serotonin response | activation, % at 7.6 µM | actives 0.66% (n = 360,000) | AID 624169;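 active = activation above a run cutoff, the mean activation of all tested compounds plus 3 SD, cut at about 14% in these data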;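 note: 0% = plate median of compound wells and 100% = 30 µM serotonin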
MC4R antag cAMP = human MC4R antagonism in cAMP assay; inhibition, % at 6.5 µM; AID 540295; MC4R-expressing cells, MTII-stimulated cAMP, LANCE TR-FRET; P32245; actives 0.48% (n = 360,000);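 active = inhibition above its plate's cutoff, the mean of tested wells on that plate plus 3 SD, cut at about 29% in these data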;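 note: 0% = Melanotan II alone and 100% = Melanotan II plus saturating MCL0020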
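Test system: U2OS cells stably expressing human melanocortin 4 receptor (MC4R); also added: Melanotan II challenge; compound: 6.5 µM single dose; timing: 30-min compound preincubation, 1-h Melanotan II challenge, 1-h detection, room temperature; signal: Eu-cAMP/anti-cAMP TR-FRET, emission 671 nm; repeats: one well per compound, no replicates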
H9c2 protect = modulators protecting cardiomyocytes from myocardial damage; protection from H2O2 cell death, % at 20 µM; H9c2 cardiomyocytes, H2O2 injury protection, ATPLite, 2 h; actives 0.63% (n = 360,000);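 active = compounds giving at least 50% protection of heart cells from peroxide-induced death in the single-dose screen, raw or plate-pattern-corrected value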;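 note: 0% = DMSO wells with peroxide and 100% = DMSO wells without peroxide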
PDI inh = blocks human protein disulfide isomerase activity; AID 588391; inhibition, % at 10 µM; P07237; actives 0.052% (n = 350,000); PDI insulin aggregation turbidity, A650, 90 min;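 active = mean inhibition across replicates of 30% or more, whatever share of single replicates reach that level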;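 note: absorbance from insulin aggregation driven by PDI reduction with DTT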
ABCB6 inh MLPCN = human ABCB6 transporter inhibition; Q9NP58; AID 602162; K562-ABCB6 porphyrin accumulation, flow cytometry, 1 h; hits give low values; fluorescence ratio to DMSO, % at 10 µM; actives 0.19% (n = 360,000);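 active = fluorescence ratio to DMSO below 75%, the collection mean minus 3 SD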;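 note: signal is porphyrin accumulated inside mitochondria; 100% equals median channel fluorescence of DMSO control wells; lower ratio means ABCB6 inhibition with less porphyrin fluorescence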
MC4R ag barr = agonists of human melanocortin 4 receptor (MC4R) beta-arrestin; P32245; U2OS MC4R beta-arrestin complementation, luminescence; percent of melanotan II response, DMSO zero; activation, % at 8.9 µM; actives 0.98% (n = 360,000);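 active = activation above a per-plate cutoff, the mean activation of sample wells on that plate plus 3 SD, cut at about 8% in these data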
ABHD5-PLIN5 inh = ABHD5-PLIN5 protein interaction inhibition | AID 602281 | Split G. princeps luciferase complementation, luminescence, 4 h | Q00G26+Q8WTS1 | inhibition, % at 4 µM | actives 0.78% (n = 360,000);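 active = inhibition above the mean inhibition across every tested compound plus 3 SD, cut at about 22% in these data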;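 note: 0% = DMSO only wells and the 100% control is not disclosed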
Target sequence (Q00G26 whole entry, looked up): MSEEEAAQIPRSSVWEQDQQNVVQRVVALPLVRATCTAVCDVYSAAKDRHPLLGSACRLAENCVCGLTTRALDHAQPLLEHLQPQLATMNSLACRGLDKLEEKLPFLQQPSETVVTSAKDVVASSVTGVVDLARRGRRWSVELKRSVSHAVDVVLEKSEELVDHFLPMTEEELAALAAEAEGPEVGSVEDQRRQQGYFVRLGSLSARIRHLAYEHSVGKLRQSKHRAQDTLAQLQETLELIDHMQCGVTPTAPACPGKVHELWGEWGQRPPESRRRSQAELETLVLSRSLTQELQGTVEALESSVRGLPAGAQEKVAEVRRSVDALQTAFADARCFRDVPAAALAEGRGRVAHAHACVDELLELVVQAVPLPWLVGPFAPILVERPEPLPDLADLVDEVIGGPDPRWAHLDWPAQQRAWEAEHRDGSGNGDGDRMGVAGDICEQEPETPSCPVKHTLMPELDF
Target sequence (Q8WTS1 whole entry, looked up): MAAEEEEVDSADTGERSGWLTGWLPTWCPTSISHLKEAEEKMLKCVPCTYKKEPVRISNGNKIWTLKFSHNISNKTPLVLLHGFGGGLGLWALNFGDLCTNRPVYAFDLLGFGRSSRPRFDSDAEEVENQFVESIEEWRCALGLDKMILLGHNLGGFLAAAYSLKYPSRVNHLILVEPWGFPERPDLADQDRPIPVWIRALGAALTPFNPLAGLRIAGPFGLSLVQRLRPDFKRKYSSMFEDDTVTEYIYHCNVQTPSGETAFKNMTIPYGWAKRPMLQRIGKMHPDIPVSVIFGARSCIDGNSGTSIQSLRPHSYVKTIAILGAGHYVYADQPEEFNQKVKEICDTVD
Exocytosis inh = blocks lytic granule exocytosis; TALL-104 LAMP-1 surface exposure, flow cytometry; cells stimulated with thapsigargin and PMA; inhibition, % at 10 µM; actives 0.66% (n = 360,000);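 active = inhibition above about 55%, limit read from the data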
N-glyco inh = blocks N-linked glycosylation in D54 reporter cells. actives 0.23% (n = 360,000). D54 ERlucT glycosylation luciferase reporter, 24 h; percent of 100 nM tunicamycin response. reporter increase, % at 12.5 µM;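 active = mean luciferase reporter signal, scaled so untreated is 0 and the glycosylation-blocking control 100, at or above a set limit in every replicate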;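 note: luciferase carries N-glycosylation sites so blocking glycosylation raises the light; 0% = median of neutral control wells and 100% = median of 100 nM tunicamycin wells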
CaV13 FRET inh = Primary screen for inhibitors of IQ motif and Ca2+-dependent inactivation inhibitor domain binding in CACNA1D, Förster resonance energy transfer in living cells, … | inhibition, % at 12.3 µM | HEK cells, CFP/YFP FRET ICDI-IQ, plate reader, 10 min; percent FRET-ratio fall versus neutral wells | actives 0.098% (n = 340,000);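 active = mean replicate inhibition of at least 30% and at least 1% of replicates passing that level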;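 note: 0% = median of the neutral control wells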
Starred values were filed as active, the others as inactive; · = not tested or not shown.

Sequence of screens – m5-HT2A agonist, MC4R antag cAMP, H9c2 protect, PDI inh, ABCB6 inh MLPCN, MC4R ag barr, ABHD5-PLIN5 inh, Exocytosis inh, N-glyco inh, CaV13 FRET inh
O=C(Nc1ccc(Oc2ccc3ccccc3c2)cc1)c1ccco1
→ -5, 1, -17, -4, 100, 1.9, -2, -5, -4, -5
COc1ccc(Cl)cc1NC(=O)c1nnn(CC(=O)Nc2ccc(C)c(C)c2)c1N
→ 10, 0, 9, 7, 92, 0.3, -1, 0, -2, -4
Cc1cc(NC(=O)CCCN2C(=O)/C(=C\c3cccs3)SC2=S)no1
→ 6, 4, 2, 8, 94, 6.3, -2, -3, -3, -3
CCCn1c(SCC(=O)NCC(=O)Nc2ccc(F)c(F)c2F)nc2ccccc2c1=O
→ 11, -2, 10, -7, 95, -0.6, -9, -1, 2, -2
CCS(=O)(=O)NCc1cn2ccsc2n1
→ -3, 18, -4, 2, 109, 1.4, -1, -2, 3, ·
O=C(CSc1cccc[n+]1[O-])Nc1c(Br)cc([N+](=O)[O-])cc1Br
→ 6, 3, -2, 4, 97, 5.9, 10, 3, 1, -3
C#CCNC(=O)C1=C[C@H](c2ccc3c(c2)OCO3)C[C@H](OCc2ccc(CO)cc2)O1
→ -1, 18, -8, -3, 103, -0.9, 1, 2, 0, -6
Cc1cc(Cl)nc2c(C(C)C)cccc12
→ 7, -3, -6, -1, 98, -0.6, 2, 4, 1, -4
COc1ccc(CC2(CO)CCN(Cc3c(C)nn(C(C)C)c3C)CC2)cc1
→ 0, 14, -9, 1, 105, -3.5, 5, 0, -1, -6
Cc1ccc2c(n1)sc1c(N)ncnc12
→ 1, 14, 18, -3, 93, 0.6, 11, 4, 6, ·
CCc1ccc(OCCCC(=O)NCc2ccccc2)cc1
→ -7, 0, -2, -1, 99, -2.9, -9, 2, 1, -4
COc1ccc(NC(=O)c2cc(C)nc3ccccc23)cc1S(=O)(=O)Nc1ccccc1Cl
→ -3, 11, -1, 2, 97, -1.6, 1, 2, -2, -4
COc1cccc(C(C)(O)c2nc(-c3cccc4cccnc34)cs2)c1 (centres undefined)
→ 1, 15, 0, -4, 98, 1.2, -6, 3, 0, -5
COC(=O)[C@]12CCCCC=C1N(Cc1ccccc1)C(=O)[C@H](CC(=O)NCC13CC4CC(CC(C4)C1)C3)C2
→ 2, ·, ·, ·, 99, ·, -9, -2, ·, -10
CCCCN(CC)CCNC(=O)c1cn(C)c(=O)c2c1c1ccccc1n2C
→ 6, 26, 7, 4, 98, 1.2, -4, 1, -3, -18
Cc1ccc(S(=O)(=O)N2CCN(C(=O)CN3C(=O)c4ccccc4C3=O)CC2)c(C)c1
→ 1, -3, 4, -3, 98, -1.7, 1, 4, 1, -5
Cc1cc(C)n2c(SCC#N)nnc2n1
→ -5, 17, -2, ·, 104, 0.1, -4, 1, 1, -2
COC(=O)C1=C(C(=O)OC)[C@@H]2N(Cc3ccccc3)c3ccccc3[C@@]23C[C@@H](C(=O)OC)N(C(=O)NC2CCCCC2)C3=N1
→ -6, 10, -3, 4, 99, -0.4, 1, -4, -2, -3
Cc1cc(C)nc(NC2=NCCN2C(=O)NC2CCCCC2)n1
→ -4, 19, 11, -5, 91, -1.8, 3, 0, -1, 0
CCOc1cnn(Cc2ccccc2)c(=O)c1SCc1ccccc1
→ -5, -6, 2, -16, 98, -0.1, 2, 1, 0, -9
Cc1ccc(CC(=O)N(Cc2ccccc2)c2ccccn2)cc1
→ 1, 3, 8, 3, 91, -0.3, 1, -2, 1, -4
O=C(CSc1nncn1-c1ccccc1)N1CCCC1
→ -7, 9, 0, -4, 95, 1.2, 2, 1, 0, -3
COc1ccc(N2CCN(Cc3nnc(-c4ccccc4)o3)CC2)cc1
→ -3, 23, 6, 1, 107, 0.3, -1, -1, 1, -4
CCn1c(=O)oc2cc(NC(=O)CCl)ccc21
→ -2, -3, -9, -3, 96, -5.7, 6, -2, -2, -5
O=C(CCN1C(=O)c2ccc(Br)cc2C1=O)NC1CCCCC1
→ -2, 5, -4, 8, 99, -2.6, 3, 1, 0, -6
COc1ccc(CNC(=O)C2CC(=O)N(C3CCCC3)C2)cc1 (centres undefined)
→ -2, 5, 1, 11, 105, 0.1, 0, -3, 2, -5
Cc1cccc(NC(=O)c2cc3ccccc3nc2C)c1
→ 1, -3, -3, -6, 110, -1.4, -1, -20, 0, -8
Cc1cc(=O)[nH]c(SCC(=O)Nc2ccc(N3CCCCC3)cc2)n1
→ 1, -4, -3, 6, 95, 1.1, -2, -5, 1, -2
c1ccc(-n2nc3c(ccc4cnnc43)[nH]2)cc1
→ 5, -1, -23, -2, 82, 1.6, -1, 3, -3, ·
CCOC(=O)c1cc(-c2ccccc2)nn1Cc1cc(CC)no1
→ 2, 0, -7, -5, 100, -1.0, -3, -7, -6, -11
C=C(C)COC(=O)c1ccccc1C(=O)OCC1(C)CO1 (centres undefined)
→ -1, 5, -3, 4, 95, -1.8, 2, -3, 0, -6
CC(C)N(C)S(=O)(=O)c1ccc(Cl)c(C(=O)O)c1
→ 5, 11, -1, -6, 92, -1.7, 3, -1, 3, -3
NC(=O)C1CCN(C(=O)c2ccc(NS(=O)(=O)c3ccc(F)cc3)cc2)CC1
→ 0, 3, -4, -3, 97, -0.7, 0, -4, 0, -5
COC(=O)C1=C(C(=O)OC)[C@@H]2N(C)c3ccc(OC)cc3[C@@]23C[C@@H](C(=O)OC)N=C3N1
→ -2, 6, 16, -3, 101, 0.7, -53, -4, 0, -5
COc1ccccc1NC1=NC2(CCCC2)N=C(N)N1
→ 1, 16, 11, -3, 94, 0.1, 0, 1, 2, 1
Nc1ccc(S(=O)(=O)NNC(=O)C(=O)NNc2ccccn2)cc1
→ 0, -1, 0, -2, 95, -2.6, -1, -5, 0, ·
COCCNC(=O)c1ccc(NC(C)=O)cc1
→ 3, 3, 4, -1, 89, -2.9, 0, 1, -1, -3
Cc1ccc(-n2cnc(N)c2C(=O)c2cccc([N+](=O)[O-])c2)cc1
→ -2, 2, 3, -6, 101, -0.6, -5, 2, -4, -3
COc1ccc(OC)c(CCNC(=O)Cc2ccc(NC(=O)C3=C(C)OCCS3)cc2)c1
→ -2, 6, -4, -4, 102, -2.2, -3, 12, 0, -6
Cn1nc(C(F)(F)F)c2cc(C(=O)Nc3ccc(F)cc3)sc21
→ -7, 21, 2, 13, 101, 1.3, 2, 12, -8, -5
Clc1ccc(SCCCN2CCCCC2)cc1
→ -5, 13, -6, -1, 103, 1.4, 0, -1, -2, 0
CCC(=O)N(Cc1ccco1)c1nc(-c2ccccc2)cs1
→ -2, 0, -11, 1, 88, -0.8, -2, 0, -4, -5
CCCC(=O)Nc1ccc(NC(=O)c2ccccn2)cn1
→ 0, -1, -5, -2, 106, 0.0, -3, 1, -9, -6
Cc1cc(C)cc(NC(=O)c2ccccc2NC(=O)CCC(=O)O)c1
→ 1, 2, 3, 8, 95, -2.2, -1, -7, 1, -2
N#Cc1sc2nc(-c3cccs3)cc(-c3ccccc3)c2c1N
→ 8, 23, -3, -1, 109, 4.9, 3, -6, 3, -10
O=C(NCCCO)C(=O)NCCc1ccc(Cl)cc1
→ -1, 9, 2, -2, 96, 0.1, 8, -2, 2, -1
Cc1nn(CC(=O)NNC(=S)NCC2CCCO2)c(C)c1Br (centres undefined)
→ -5, -1, 2, -1, 97, -4.3, 5, -2, 3, ·
O=C(Nc1ccc(C(=O)N2CCCCC2)cc1)c1ccccc1Cl
→ -5, 4, -2, 13, 93, -3.8, 4, -2, -2, -2
O=C(Nc1cnn(Cc2ccc(Cl)cc2)c1)c1cnccn1
→ -2, -5, 4, -6, 99, -1.5, -7, 2, 0, -5
Cc1ccc(C)c(NC(=O)CN(C)C(=O)c2cc3c(s2)CCCCC3)c1
→ -12, 9, -16, 2, 96, -0.2, 2, 16, 2, -2

The listing continues:
Sequence of screens – m5-HT2A agonist, MC4R antag cAMP, H9c2 protect, PDI inh, ABCB6 inh MLPCN, MC4R ag barr, ABHD5-PLIN5 inh, Exocytosis inh, N-glyco inh, CaV13 FRET inh
CC(=O)c1ccc(NC(=O)COC(=O)C2CC3C=CC2C3)cc1 (centres undefined)
→ 13, -1, 6, 2, 96, -0.3, -7, 0, 4, -5
O=C(NC1CC1)C1=C[C@@H](c2ccc3c(c2)OCO3)C[C@@H](OCc2ccc(CO)cc2)O1
→ -1, 4, -5, -2, 97, -0.9, -2, -3, -1, -10
NS(=O)(=O)c1ccc(NC(=O)COc2ccc(Cl)cc2)cc1
→ -2, -2, -1, 1, 100, 0.5, 0, -3, 1, -15
CC(OC(=O)C1CC1)C(=O)Nc1ncc(Cl)cc1Cl (centres undefined)
→ 6, 2, 4, 0, 93, -2.1, 3, 0, 0, -3
CC(/C=C/c1ccc(N(C)C)cc1)=N/N=C1/NC(=O)CC(C(=O)Nc2ccc(Cl)cc2)S1 (centres undefined)
→ 5, -5, 0, -11, 117, -0.4, 8, 6, -6, -31
O=C(Nc1cc(C(F)(F)F)ccc1N1CCOCC1)C1=COCCO1
→ 4, 4, 6, 2, 98, -1.4, 1, -1, 1, -17
Cc1ccc(N2C(=O)CC(Cn3nc(C)cc3C)C2=O)cc1 (centres undefined)
→ -1, -1, 3, -7, 87, -0.2, -2, -3, 1, -5
COc1cccc2cc(C(=O)N(Cc3ccccc3)CC3CCCO3)c(=O)oc12 (centres undefined)
→ -1, 0, 28, 5, 97, -1.7, -3, 11, 0, -4
Cc1c(C(=O)NCCC2=CCCCC2)cccc1[N+](=O)[O-]
→ -5, 6, -8, 4, 101, -1.1, -3, 20, 0, ·
